From PubChem
Mot1-301 SUMO – blocks SUMOylation pathway, rescuing yeast Mot1-301 growth | S. cerevisiae Mot1-301 growth rescue, ATP luminescence, 38.5C; percent above DMSO median, 100 means doubled | growth rescue, % at 18.8 µM | 1% of 320,000 active;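 active = every valid replicate shows activation above 250% relative to neutral control wells; inactive = the rest, any valid replicate at or below 250%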;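 also: OY570 slx delta 5 strain wells were the positive control but not used for scaling; some compounds called inactive have numbers as strong as hits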
PKA-R2B act – activates the human PKA-R2B holoenzyme complex. P22694+P31323. PKA-R2B holoenzyme dissociation, Cy5-IP20 fluorescence polarization; R2B truncated from residue 108, S112A mutant; 0% DMSO only, 100% 113 µM cGMP. activation, % at 11.4 µM. 0.079% of 340,000 active. AID 504700;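 active = activation above a cutoff set at the mean over all compounds plus 3 SD, cut at about 18% in these data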;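 also: higher means more holoenzyme dissociation and a rise in polarization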
PfHsp90 yeast 2 – growth inhibition of yeast expressing Plasmodium Hsp90 | AID 504621 | inhibition, % at 9.4 µM | 0.32% of 310,000 active | S. cerevisiae expressing PfHsp90, BacTiter-Glo ATP, 48 h; yeast lacking PDR1 and PDR3 efflux regulators;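 active = every replicate shows inhibition above about 80%, whatever the replicate mean, limit read from the data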;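 also: 0% = DMSO neutral controls and 100% = 20 µM radicicol positive controls; yeast relying on Plasmodium falciparum Hsp90 in place of its own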
Tat transport – blocks Tat-dependent protein export in E. coli. AID 488895. E. coli MC4100 TorA-mCherry Tat export, fluorescence. 0.036% of 340,000 active. inhibition, % at 10 µM;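 active = mean replicate inhibition at least 50% and at least half of replicates individually reaching 50%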;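 also: exported cargo escapes ClpAP degradation while cytoplasmic cargo is degraded and loses fluorescence; 0% = median of neutral control wells and 100% = median of NaSCN control wells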
OPRM1-OPRD1 inv – mu-delta opioid heterodimer inverse agonism; P35372+P41143; cell-based MOR-DOR heterodimer luminescence; inhibition, % at 9.3 µM; 0.21% of 340,000 active; AID 504357; in the data active = inhibition above about 22%, passing the limit was not always enough;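 also: 0% = cells with DMSO and 100% = wells without cells with DMSO; values of inactives mirror those of a sister screen read the other way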
Target sequence (P35372 whole entry, looked up): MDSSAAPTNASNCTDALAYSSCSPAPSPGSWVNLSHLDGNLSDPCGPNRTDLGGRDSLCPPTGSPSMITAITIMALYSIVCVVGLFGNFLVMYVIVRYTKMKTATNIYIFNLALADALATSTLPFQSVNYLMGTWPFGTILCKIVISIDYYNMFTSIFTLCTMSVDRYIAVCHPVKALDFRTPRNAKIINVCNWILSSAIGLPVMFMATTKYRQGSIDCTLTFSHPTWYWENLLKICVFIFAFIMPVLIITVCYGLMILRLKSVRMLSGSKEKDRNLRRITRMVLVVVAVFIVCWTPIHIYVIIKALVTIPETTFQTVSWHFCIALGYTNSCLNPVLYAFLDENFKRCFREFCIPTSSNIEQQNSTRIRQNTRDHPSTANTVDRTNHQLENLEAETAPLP
Target sequence (P41143 whole entry, looked up): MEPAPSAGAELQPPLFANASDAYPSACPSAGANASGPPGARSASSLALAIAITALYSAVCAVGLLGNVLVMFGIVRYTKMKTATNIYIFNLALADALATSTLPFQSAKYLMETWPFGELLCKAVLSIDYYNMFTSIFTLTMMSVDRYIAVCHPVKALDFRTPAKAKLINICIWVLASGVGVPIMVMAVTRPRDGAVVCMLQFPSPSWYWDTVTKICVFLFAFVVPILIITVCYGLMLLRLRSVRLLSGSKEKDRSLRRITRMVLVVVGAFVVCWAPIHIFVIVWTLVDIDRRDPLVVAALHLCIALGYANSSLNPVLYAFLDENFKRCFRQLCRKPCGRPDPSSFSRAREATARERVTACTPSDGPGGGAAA
HTR5A inv ctr – HTR5A inverse agonism, opioid heterodimer counter-screen; P47898; HTR5A cell line, luminescence; inhibition, % at 9.3 µM; 0.083% of 340,000 active; in the data active = inhibition mostly above about 23%, no sharp cut-off; inactive = mostly below about 18%;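 also: 0% = cells with DMSO and 100% = no-cell wells with DMSO; some compounds called inactive have numbers as strong as hits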
phage Ecoli inh – E. coli growth loss with phage present | inhibition, % at 11.9 µM | 0.26% of 360,000 active | growth absorbance; in the data active = inhibition above about 11%
Ecoli viability – reduces bacterial viability in AddAB counter-screen; E. coli V3065 growth, OD600 absorbance, 18 h; inhibition, % at 11.9 µM; 0.27% of 330,000 active; AID 449728;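 active = inhibition above the campaign's mean inhibition across all tested compounds plus 3 SD, cut at about 9.9% in these data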;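 also: uninfected addAB+ strain grown without phage in ampicillin broth; 0% = DMSO wells and 100% = ciprofloxacin 0.95 µg/ml wells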
PKA-R1A activ – PKA-R1A complex activation; P00514+P68181; PKA-R1A dissociation, Cy5-IP20 fluorescence polarization; scaled: DMSO 0%, 113 µM cGMP 100%; activation, % at 11.4 µM; 0.083% of 340,000 active; AID 504707;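 active = percent activation above the mean of all tested compounds plus 3 SD, cut at about 19% in these data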;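 also: higher means more PKAc released from R1A so a rise in polarization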
AddAB inh – less growth of phage-infected E. coli with AddAB. inhibition, % at 11.9 µM. E. coli expressing H. pylori AddAB, absorbance growth. AID 435030. 0.29% of 330,000 active; in the data active = inhibition above about 12%;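 also: 0% = vehicle wells of infected cells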
OPRM1-OPRD1 ag – OPRM1-OPRD1 heterodimerization agonism; cells, luminescence; activation, % at 9.3 µM; 0.3% of 340,000 active; in the data active = activation above about 18%;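 also: 0% = vehicle-treated cells and 100% = reference agonist; values of inactives mirror those of a sister screen read the other way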
Starred values were filed as active, the others as inactive; . = not tested or not shown.

SMILES	Mot1-301 SUMO	PKA-R2B act	PfHsp90 yeast 2	Tat transport	OPRM1-OPRD1 inv	HTR5A inv ctr	phage Ecoli inh	Ecoli viability	PKA-R1A activ	AddAB inh	OPRM1-OPRD1 ag
CCc1c(C)sc(NC(=O)c2noc(C)c2[N+](=O)[O-])c1C#N	4	1	-6	3	16	19	3.2	-0.8	-6	0.7	-2.5
CC(=O)c1cccc(NC(=O)C(C)OC(=O)C2=NNC(=O)CC2)c1 (centres undefined)	2	1	-28	-11	6	-4	1.5	-1.2	-4	-0.7	-1.6
COc1ccc(Cc2nnc(N)s2)cc1OC	157	-3	7	2	7	20	-1.2	-0.8	-3	0.3	-1.2
COc1ccccc1C(NC(C)=O)c1cc(Cl)c2cccnc2c1O (centres undefined)	0	-5	-19	-7	8	-6	3.4	3.5	0	-1.1	-1.9
CCOc1ccc(Br)cc1C(=O)Nc1ccc(C(=O)NCC(C)C)cc1	3	-7	2	28	16	-14	-0.6	-0.5	1	4.2	-3.0
Cc1cn(CC(=O)N2CCN(c3ccccn3)CC2)c(=O)[nH]c1=O	.	13	17	-1	12	-3	1.7	.	16	.	-2.6
Nc1ccc(C#Cc2ccc3c(=O)c4ccccc4oc3c2)cc1	11	-1	11	-4	-7	-12	-2.4	-0.3	-2	1.3	1.2
NC(=O)C(c1ncc(C(F)(F)F)cc1Cl)c1c(Cl)cccc1Cl (centres undefined)	5	0	.	-11	7	14	3.1	-0.2	-2	3.4	-1.4
Cc1ccc(S(=O)(=O)c2nc(Cc3ccccc3)oc2N2CCOCC2)cc1	-9	-8	1	2	1	4	1.2	-0.7	8	-0.4	-0.2
CSc1nnc(NC(=O)c2cc3ccccc3oc2=O)s1	-1	-2	37	6	3	-1	1.4	-1.2	7	1.2	-0.6
O=C(CN1C(=O)C(=O)N(Cc2ccccc2)C1=O)c1ccc[nH]1	-13	-8	-9	3	18	-2	0.7	-1.2	-1	-1.4	-4.5
COC(=O)c1c(NC(=O)CSc2nnnn2C)sc(C)c1C	-1	4	4	19	8	8	-0.6	-0.5	0	-2.3	-1.4
Cc1ccccc1NC(=O)CN1C(=O)N/C(=C\c2cccn2-c2cccc(C(=O)O)c2)C1=O	-12	2	-3	-5	10	5	2.7	1.3	-8	3.6	-1.7
COC(=O)c1cnc[nH]1	-4	16	12	2	1	-10	2.7	-1.5	-3	-1.4	-0.1
O=C(COc1coc(CN2CCCc3ccccc32)cc1=O)Nc1ccccc1	116	-2	-35	-1	-13	13	-1.9	0.3	-3	-0.3	1.9
COC(=O)c1ccccc1COn1c(=O)c[n+]([O-])c2ccccc21	150	9	13	-1	6	13	2.9	-0.2	0	1.1	-1.1
CCCCSc1nnc(CSc2ncccn2)n1C	-6	-6	-14	-7	3	-7	0.1	-0.4	-5	0.3	-0.6
COC(=O)[C@]1(C)N[C@H](CN(C)C(=O)c2ccc(C(C)(C)C)cc2)[C@@H]2C(=O)N(Cc3ccccc3)C(=O)[C@@H]21	.	-6	8	2	11	2	-0.2	-1.6	8	2.7	-2.4
Cn1c(=O)c2c(nc(N3CCC(C(N)=O)CC3)n2CCSc2nc3ccccc3s2)n(C)c1=O	179	0	-6	2	16	4	-1.2	0.1	-18	-1.4	-2.9
CSc1ccccc1NC(=O)C1CCCN(S(C)(=O)=O)C1 (centres undefined)	-8	-8	3	3	3	29	0.6	1.6	-11	1.3	-0.6
C=C1CCC[C@]2(C)C[C@H]3OC(=O)C(CN(Cc4ccc(OC)c(OC)c4)CC(C)O)[C@H]3CC12 (some centres undefined)	-7	2	-39	-1	0	4	-1.3	-3.1	8	-0.7	0.0
CC(NC(=O)c1ccc(Br)o1)c1ccc(-n2ccnc2)cc1 (centres undefined)	10	4	-31	-9	4	-14	2.5	-0.3	6	0.2	-0.8
Cc1cc(N)ccc1-n1nc2ccccc2n1	4	-2	-8	-2	3	-13	1.5	-0.5	3	1.1	-0.6
Cc1cnc(C(=O)Nc2ccc(C(=O)N3CCCCC3)cc2)cn1	-3	1	22	4	7	-2	2.2	-1.7	-4	3.6	-1.5
COc1ccc(CNS(=O)(=O)c2ccc3oc(C(=O)O)c(C)c3c2)cc1	3	-7	-21	-1	3	13	.	3.8	1	0.8	-0.6
O=C(NCc1cccs1)C1CCCN(C(=O)Nc2ccc(F)cc2)C1 (centres undefined)	55	-7	6	-1	-16	-19	1.6	-3.3	-11	2.6	2.0
Cn1cc(C(=O)C(=O)NC2CCCCC2)c2ccccc21	20	5	4	0	20	-21	0.0	-2.0	-4	-2.5	-4.0
COc1cccc(N(C(=O)Cn2nnc(-c3ccc(F)cc3)n2)C(C(=O)NCC2CCCO2)c2ccc(Cl)cc2)c1 (centres undefined)	.	-1	-3	3	-9	19	1.2	-0.4	-2	1.2	1.8
CC(=O)NCCc1ccc(C(=O)CSc2nnc(C3CC3)n2C2CC2)cc1	6	0	.	-6	9	1	2.8	1.6	1	-0.2	-2.0
CCOc1ccc(-c2nnc(N3CCCCC3)c3ccccc23)cc1	-10	-2	.	3	-18	-5	2.6	-0.8	-2	0.8	3.0

An excerpt from above in order of molar mass, highest first.
SMILES	Mot1-301 SUMO	PKA-R2B act	PfHsp90 yeast 2	Tat transport	OPRM1-OPRD1 inv	HTR5A inv ctr	phage Ecoli inh	Ecoli viability	PKA-R1A activ	AddAB inh	OPRM1-OPRD1 ag
C=C1CCC[C@]2(C)C[C@H]3OC(=O)C(CN(Cc4ccc(OC)c(OC)c4)CC(C)O)[C@H]3CC12 (some centres undefined)	-7	2	-39	-1	0	4	-1.3	-3.1	8	-0.7	0.0
COc1ccc(CNS(=O)(=O)c2ccc3oc(C(=O)O)c(C)c3c2)cc1	3	-7	-21	-1	3	13	.	3.8	1	0.8	-0.6
O=C(NCc1cccs1)C1CCCN(C(=O)Nc2ccc(F)cc2)C1 (centres undefined)	55	-7	6	-1	-16	-19	1.6	-3.3	-11	2.6	2.0

Carrying on.
SMILES	Mot1-301 SUMO	PKA-R2B act	PfHsp90 yeast 2	Tat transport	OPRM1-OPRD1 inv	HTR5A inv ctr	phage Ecoli inh	Ecoli viability	PKA-R1A activ	AddAB inh	OPRM1-OPRD1 ag
CCOC(=O)Cc1csc(NC(=O)CSc2nc(-c3ccccc3)c(C#N)c(=O)[nH]2)n1	1	-9	-21	1	-9	-10	1.7	-3.1	1	-0.3	1.8
CC12CCC(C(=O)C1)C1(C)CCCC(=O)C21 (centres undefined)	.	-2	10	-3	-1	4	2.5	.	4	.	0.2
CC(C)/C=C/C(=O)N1CCC(N2CCC(C(=O)NCc3ccccn3)CC2)CC1	-17	-3	14	2	0	-4	2.0	-1.1	0	0.8	0.0
O=C(C1=C(O)C(=O)N(Cc2cccnc2)C1c1cccc(Oc2ccccc2)c1)c1ccco1 (centres undefined)	-11	-2	.	0	10	2	-1.7	0.2	8	0.0	-2.4
O=C(c1cccc(Cl)c1)N1CCN(Cc2ccncc2)CC1	.	-5	-5	0	13	3	-2.1	.	-7	.	-2.3
Cc1ccc(OCCC(=O)Nc2ccc(S(=O)(=O)Nc3nccs3)cc2)cc1	-19	2	-8	-3	4	-7	3.6	-1.3	-3	0.9	-1.1
O=C1N[C@@H](Cc2ccccc2)COC(=O)[C@H](Cc2ccc(F)cc2)CC/C=C/C[C@H]1CC(=O)N(CCO)Cc1ccccc1	7	-5	4	-3	17	10	1.3	-0.8	-20	0.8	-2.9
Cc1ccc(/C=C/C(=O)OC(C)C(=O)Nc2ccc(Cl)cn2)o1 (centres undefined)	4	4	9	-6	-4	-24	-0.6	0.7	-1	1.9	0.7
COc1ccc2c(c1)Cc1sc(NC(=O)c3cccs3)nc1-2	-14	5	.	4	0	2	3.4	2.4	-7	2.9	0.1
CC[C@H](C)[C@H](NC(N)=O)C(=O)NCCc1ccc(Cl)cc1Cl	79	.	-24	-3	.	.	4.3	-2.1	.	-0.3	.
CCc1ccc(Nc2nc3ccccc3c(=O)s2)cc1	5	-1	-15	2	-10	-1	-0.1	1.4	1	0.7	2.0
CC(c1ccco1)N(C(=O)c1cccc(Br)c1)c1ccccn1 (centres undefined)	-23	4	-82	11	-6	-18	0.8	-1.3	-13	4.7	1.1
CC[C@]12c3[nH]c4ccccc4c3CCN1C(=O)C(CC(=O)NCCc1ccccn1)C[C@@H]2C(=O)N1CCN(C(=O)c2ccco2)CC1 (some centres undefined)	-1	-1	9	-2	4	10	0.7	0.7	-5	3.4	-0.8
Cc1[nH]c2ccccc2c1C(=O)/C=C/c1ccccc1	101	-3	30	-3	-2	-8	4.8	2.2	-18	6.1	0.4
O=C(CSC1=NCCS1)Nc1nc2ccccc2s1	8	-14	-51	3	9	1	2.4	-0.1	-12	0.3	-1.5
Cc1ccccc1Nc1c(-c2ccccn2)nc2ccccn12	-4	-8	-11	0	12	-10	0.7	1.3	-12	-2.2	-2.2
O=C(NCc1ccccc1)NS(=O)(=O)c1ccccc1Cl	5	-6	-1	1	8	-2	2.2	1.8	4	4.4	-1.7
COc1ccc(C2CC(c3ccccc3OC(C)=O)=NN2C(=O)/C=C/c2ccccc2)cc1OC (centres undefined)	3	-26	17	-7	0	-8	1.0	-2.2	-8	2.2	0.0
O=C(NCCCN1CCCCC1)C1CCN(c2ncnc3c2nc2n3CCCCC2)CC1	24	9	-12	3	7	-16	0.5	-1.8	5	3.4	-1.4
CSc1ccc(Cl)c(C(=O)NNC(=O)c2cccs2)c1	-2	-1	-8	2	14	-20	0.7	3.5	-9	0.3	-2.8
CCOC(=O)C1=C(COC(=O)/C=C/c2ccc(OC)c(OC)c2)NC(=O)NC1C (centres undefined)	278	-15	.	1	-3	-31	2.2	1.1	-4	0.3	0.6
CN(CCC1CCOCC1)C(=O)CC1C(=O)NCCN1Cc1cccc(F)c1 (centres undefined)	70	10	14	0	5	-4	2.9	-1.1	4	1.2	-0.9
O=C(NCC1CCCN1S(=O)(=O)c1cccs1)c1ccc(F)cc1 (centres undefined)	9	-16	.	2	16	-2	4.7	0.3	-7	2.5	-3.0
Cc1cc(C(=O)Nc2c(C)nn(Cc3ccccc3)c2C)on1	-4	6	-46	-3	13	-18	3.6	1.2	13	4.9	-2.2
C=CCOc1ccc(/C=C/C(=O)Nc2ccc(C(=O)NC)cc2)cc1	5	-8	-1	-2	-17	-3	-0.5	-0.9	1	1.7	3.5
CCCCN1CC(C)(C)Oc2cccc(F)c2S1(=O)=O	.	1	32	22	24	-19	1.2	.	-3	.	-5.1
CC1CCCC(C)N1CCCNC(=O)Cn1ncc2c3ccccc3n(C)c2c1=O (centres undefined)	1	-12	-3	-5	10	-55	.	-1.4	-17	-4.0	-2.1
COc1ccc(S(=O)(=O)Nc2ccc3c(c2)C(=O)N([C@H](C)CO)C[C@H](C)[C@@H](CN(C)S(=O)(=O)c2ccc(OC)cc2)O3)cc1	.	-16	-17	10	8	11	1.4	.	-11	.	-1.4
COCCN(C(=O)c1snc(C(N)=O)c1N)C(C(=O)NC1CCCC1)c1cc(OC)c(OC)c(OC)c1 (centres undefined)	-18	-8	-5	1	-9	-14	2.2	-2.8	-6	1.7	1.2
C=CCN1C=C2C(=O)C(C)(OC(=O)c3cccs3)C(=O)C=C2C=C1CCCC(=O)OC (centres undefined)	126	0	-8	2	-2	-18	1.2	3.8	6	4.3	0.4
Nc1nc(Nc2ccccc2Br)nc(C(F)(F)F)n1	201	5	-10	5	5	9	2.2	-0.8	3	-1.8	-0.8
